Screens deposited in PubChem by National Center for Advancing Translational Sciences (NCATS).
Pf growth 48h: P. falciparum growth inhibition at 48 hours (one generation); P. falciparum luciferase growth in erythrocytes, 48 h; Potency, µM (highest dose often 28.7 µM), for inactives: top-dose activity change, negative = inhibition, most hits filed as inhibitors; 310,000 tested, 5.9% active; AID 504832; also: potency is read from the fitted curve at half-maximal effect; % is scaled to controls: 0 for no effect and ±100 for the full control effect
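Luminescence readout; reporter = integrated firefly luciferase in P. falciparum. RBC culture at 2% hematocrit, 0.1% parasitemia final, 37 C/5% CO2; decreased signal taken as growth inhibition.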
Sm TGR block: inhibitors of Schistosoma mansoni thioredoxin glutathione reductase; Q962Y6; purified TGR, DTNB reduction, TNB absorbance 405 nm; Potency, µM (doses to about 114 µM), for inactives: at the top dose activity change, negative = inhibition, actives largely listed as inhibitors; 360,000 tested, 3% active; AID 485364; also: potency is read from the fitted curve at half-maximal effect; % is scaled to controls: 0 for no effect and ±100 for the full control effect; nearly all actives have a fitted effect of over 60% in size
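First, TGR (20 nM dispensed) and NADPH were mixed with compound. Second, a 15 min room-temperature incubation followed. Third, further NADPH and then DTNB were added to start the reaction. Finally, TNB absorbance was monitored kinetically.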
Pf growth 96h: P. falciparum growth inhibition at 96 hour, primary screen for plastid delayed-death inhibitors; P. falciparum luciferase reporter growth, 96 h; Potency, µM (series often up to 28.7 µM), inactives show top-dose activity change, negative = inhibition, actives largely listed as inhibitors; 320,000 tested, 6.9% active; also: potency is read from the fitted curve at half-maximal effect; % is scaled to controls: 0 for no effect and ±100 for the full control effect
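Two-generation exposure (96 h) targets delayed-death phenotype. Reporter parasites carrying integrated firefly luciferase, in red cells at 2% hematocrit and 0.05% parasitemia final, kept at 37 C, 5% CO2; luminescence loss indicates inhibition.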
Cycloheximide cs: counter-screen for Shiga toxin inhibitors: cycloheximide protein synthesis inhibition; cell reporter, cycloheximide protein synthesis inhibition counterscreen; max response, %; 300,000 tested, 12% active; AID 2314; in the data active = max response mostly above about 13%, no sharp cut-off; inactive = mostly below about 14%; also: read at 38.3 µM for the half of the compounds with a filed dose; 0% is about no effect
Shiga inhibitor: blocks Shiga toxin action in Vero cells; inhibition, % at 38.7 µM; Vero cells, Shiga toxin protein synthesis inhibition reporter; 290,000 tested, 9.2% active; in the data active = inhibition mostly above about 28%, no sharp cut-off; inactive = mostly below about 43%; also: 0% is about no effect
Giardia FBPA inh: blocks Giardia fructose-bisphosphate aldolase activity; A8B2U2; purified Giardia FBPA; Potency, µM (highest dose often 59.6 µM), for inactives: at the highest dose activity, negative = inhibition, usual class: inhibitors; 290,000 tested, 0.71% active; AID 2451; also: potency is read from the fitted curve at half-maximal effect; % is scaled to controls: 0 for no effect and ±100 for the full control effect; nearly all actives have a fitted effect of over 55% in size
Target sequence (A8B2U2 whole entry, looked up): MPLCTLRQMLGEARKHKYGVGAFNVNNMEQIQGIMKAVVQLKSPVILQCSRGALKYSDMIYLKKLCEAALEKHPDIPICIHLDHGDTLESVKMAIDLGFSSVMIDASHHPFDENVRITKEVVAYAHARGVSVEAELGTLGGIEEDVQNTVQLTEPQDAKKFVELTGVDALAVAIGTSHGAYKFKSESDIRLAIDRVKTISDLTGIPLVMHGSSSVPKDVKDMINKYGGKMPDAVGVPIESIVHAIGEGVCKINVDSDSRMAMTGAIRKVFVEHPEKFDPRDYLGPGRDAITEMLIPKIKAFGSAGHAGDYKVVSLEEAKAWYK
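Giardia FBPA (40 nM reagent) was preincubated 10 min at RT with compound (up to 57.5 uM final), then substrate plus GAPDH/TPI/NAD/arsenate coupling system with diaphorase/resazurin was added; resorufin fluorescence (525/598 nm) was read after 20 min.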
* marks the source's active call; other numbers are inactive results; u = inconclusive; x = no result given; & = joins results of further samples; [ ] = remark or other dose. Unless noted, calls follow the shape of the dose curve; as a rule, active = well fitted curve in the direction sought with a large enough effect; inconclusive = small, poorly fitted or top-dose-only effect, or another doubt; inactive = no such curve, though single readings can be large; an effect the other way counts as inactive or inconclusive.

Start of the listing, in advance, 2 compounds:
# | molecule | Pf growth 48h | Sm TGR block | Pf growth 96h
1 | Cc1cccc2sc(NC(=O)[C@H](C)N3C(=O)C4CC=CCC4C3=O)nc12 (some centres not stated) | 19% | 7% | 27%
2 | C/C(CC(=O)NC1CCCCC1)=N\NC(=O)COc1ccc(C)cc1Br | u | 3% | 64%[activator]

# | Cycloheximide cs | Shiga inhibitor | Giardia FBPA inh
1 | 7 | 25 | -7%
2 | 6 | 1 | 3%

This part in full, previewed entries included:
# | molecule | Pf growth 48h | Sm TGR block | Pf growth 96h
1 | Cc1cccc2sc(NC(=O)[C@H](C)N3C(=O)C4CC=CCC4C3=O)nc12 (some centres not stated) | 19% | 7% | 27%
2 | C/C(CC(=O)NC1CCCCC1)=N\NC(=O)COc1ccc(C)cc1Br | u | 3% | 64%[activator]
3 | CCOC(=O)C1CCN(C(=S)NC(=O)c2cccs2)CC1 | u | 0% | 2%
4 | O=C(COC(=O)/C=C/c1ccccc1F)Nc1nnc(-c2ccccc2)o1 | 35%[activator] | -1% | 0%
5 | O=C(NCc1ccccn1)C1CCCCC1 | 17% | -3% | 78%[activator]
6 | Cn1c(Cn2nnc3ccccc32)nnc1SCC(=O)N1c2ccccc2CCc2ccccc21 | u | -22% | 19%[5.75 µM]
7 | Cn1c(=O)c(C(=O)CCl)c(N)n(Cc2ccccc2)c1=O | -27% | 7.1µM* | u
8 | CN(C(=O)COc1ccccc1)c1nc(-c2ccc(F)cc2)cs1 | -11% | 2% | 44%[activator]

# | Cycloheximide cs | Shiga inhibitor | Giardia FBPA inh
1 | 7 | 25 | -7%
2 | 6 | 1 | 3%
3 | 29* | 47 | u
4 | x | x | x
5 | -2 | -5 | 6%
6 | -1 | -15 | 0%
7 | 2 | -14 | -1%
8 | -3 | -2 | 2%

(continued)
# | molecule | Pf growth 48h | Sm TGR block | Pf growth 96h
9 | CCOC(=O)C1CCN(C(=O)Nc2ccc(Cl)cc2)CC1 | -27% | 3% | -7%
10 | O=C(c1ccc(Br)s1)N1CCN(c2ncccn2)CC1 | -21% | 3% | -5%
11 | O=C(CN1CCCCCC1)Nc1ccccc1Oc1ccccc1 | -10% | 1% | 6%
12 | Nc1nonc1-n1nnc(C(=O)N/N=C/C2CC=CCC2)c1CSc1ccccc1 (configuration not stated) | -4% | -23% | 34%[activator]
13 | ClC(Cl)=C(c1ccc(Cl)cc1)c1ccc(Cl)cc1 | u | 1% | -19%
14 | COc1ccc(-c2cccc(NC(=O)COc3ccc(Cl)cc3)c2)nn1 | -10% | -6% | u
15 | CC(C)COC(=O)C(C#N)c1nc2ccccc2nc1N1CCN(Cc2ccccc2)CC1 (configuration not stated) | u | -16% | u
16 | Cc1ccc(C(=O)N2CCCC(CCC(=O)NCc3ccc(F)c(F)c3)C2)cn1 (configuration not stated) | 15% | -14% | u

# | Cycloheximide cs | Shiga inhibitor | Giardia FBPA inh
9 | 13 | 26 | 2%
10 | 7 | -4 | 2%
11 | 1 | 34 | 8%
12 | -2 | 0 | -3%
13 | x | x | 0%
14 | 8 | 1 | 0%
15 | -3 | -5 | -21%
16 | 12 | 14 | -10%

Continued.
# | molecule | Pf growth 48h | Sm TGR block | Pf growth 96h
17 | O=C1C2CCCN2C(=O)N1CCCCN1CCN(CCO)CC1 (configuration not stated) | -14% | 2% | 14%
18 | CN1C(=O)NC(c2ccccc2)C2=C1CN(CCc1ccccc1)C2=O (configuration not stated) | -2% | u | -11%
19 | Cc1cc(S(=O)(=O)N2CCOCC2)ccc1OCC(=O)N1CCCC1 | 4% | 3% | 3%
20 | COc1c(OC(C)=O)ccc(/C=C/c2ccc3cccc(OCc4ccccc4)c3n2)c1[N+](=O)[O-] | 1.9µM* | -3% | u
21 | Cc1cccc(N(CC(=O)NCc2ccccc2)C(=O)Cn2nnc(-c3ccc(C)o3)n2)c1 | u | -14% | u
22 | CCOc1ccc(C(=O)N(CC)CC(=O)Nc2ccc3c(c2)OCCO3)cc1 | 250%[activator] | -17% | 189%[activator]
23 | Cc1c(NC(=O)c2cc(-c3ccc(Br)cc3)on2)c(=O)n(-c2ccccc2)n1C | 7% | 1%&10% | 23%
24 | Cc1sc2nc(C)n(/N=C/c3ccccc3)c(=O)c2c1C | 6% | 0% | x

# | Cycloheximide cs | Shiga inhibitor | Giardia FBPA inh
17 | -2 | 18 | -20%
18 | -3 | -8 | 0%
19 | 2 | -11 | 11%
20 | 35* | 53* | -1%
21 | -10 | -11 | 1%
22 | x | x | x
23 | -2 | 20 | 3%
24 | -3 | -14 | -2%

One compound at a time, as listed above. Screens in order: Pf growth 48h, Sm TGR block, Pf growth 96h, Cycloheximide cs, Shiga inhibitor, Giardia FBPA inh
Record of O=C(COC(=O)/C=C/c1ccccc1F)Nc1nnc(-c2ccccc2)o1 : 35%[activator], -1%, 0%, x, x, x
Record of CN1C(=O)NC(c2ccccc2)C2=C1CN(CCc1ccccc1)C2=O (configuration not stated) : -2%, u, -11%, -3, -8, 0%
Record of Cn1c(=O)c(C(=O)CCl)c(N)n(Cc2ccccc2)c1=O : -27%, 7.1µM*, u, 2, -14, -1%
Record of Cc1cccc2sc(NC(=O)[C@H](C)N3C(=O)C4CC=CCC4C3=O)nc12 (some centres not stated) : 19%, 7%, 27%, 7, 25, -7%

Down the list, as entered above.
Cycloheximide cs for entries 17 to 24 → -2, -3, 2, 35*, -10, x, -2, -3

Continued.
# | molecule | Pf growth 48h | Sm TGR block | Pf growth 96h
25 | CS(=O)(=O)N1CCCC(C(=O)N2CCC3(CC2)OCCO3)C1 (configuration not stated) | -5% | -19% | u
26 | Cc1cc(=O)oc2c3c(cc(OCC(=O)N4CCC[C@H]4C(=O)O)c12)OC(C)(C)CC3 | u | 6% | u
27 | CN(C(=O)COC(=O)c1cc(Br)c(Br)s1)C1CCS(=O)(=O)C1 (configuration not stated) | -6% | -6% | 6%
28 | O=C(Cc1coc2ccc3ccccc3c12)NCc1cccs1 | 0% | -9% | -23%
29 | COC(=O)c1ccc(N2CCOCC2)c(NC(=O)c2cccnc2)c1 | 15% | -37% | -5%
30 | COc1cc(CNCc2ccccc2)cc(Cl)c1OC | -2% | x | -11%
31 | CCOC(=O)C1CCN(C(c2cccnc2)c2c(NC(=O)c3ccco3)sc(C)c2C)CC1 (configuration not stated) | 0.29µM* | 7.9µM* | -4%
32 | COCCn1c(N)c(C(=O)OCc2ccccc2)c2nc3ccccc3nc21 | u | -4% | -9%[5.75 µM]
33 | O=C(CC(O)(c1ccccc1)C(F)(F)C(F)F)c1cccs1 (configuration not stated) | -6% | -9% | -27%

# | Cycloheximide cs | Shiga inhibitor | Giardia FBPA inh
25 | 1 | -10 | 1%
26 | -4 | 14 | 11%
27 | -3 | 6 | 8%
28 | 12* | 1 | -4%
29 | -2 | -2 | 8%
30 | 3 | -4 | 1%
31 | 21* | 32 | -23%
32 | 16 | -13 | -24%
33 | 17 | 8 | 24%

Given with values under each structure: part of the list above
Screens in order – Pf growth 48h, Sm TGR block, Pf growth 96h, Cycloheximide cs, Shiga inhibitor, Giardia FBPA inh
#29 COC(=O)c1ccc(N2CCOCC2)c(NC(=O)c2cccnc2)c1
 : 15%, -37%, -5%, -2, -2, 8%
#30 COc1cc(CNCc2ccccc2)cc(Cl)c1OC
 : -2%, x, -11%, 3, -4, 1%
#31 CCOC(=O)C1CCN(C(c2cccnc2)c2c(NC(=O)c3ccco3)sc(C)c2C)CC1 (configuration not stated)
 : 0.29µM*, 7.9µM*, -4%, 21*, 32, -23%
#32 COCCn1c(N)c(C(=O)OCc2ccccc2)c2nc3ccccc3nc21
 : u, -4%, -9%[5.75 µM], 16, -13, -24%
#33 O=C(CC(O)(c1ccccc1)C(F)(F)C(F)F)c1cccs1 (configuration not stated)
 : -6%, -9%, -27%, 17, 8, 24%
